Bioassay records as filed in PubChem BioAssay.
BLM helicase inh – inhibitors of human Bloom syndrome helicase BLM | 0.2% of 350,000 active | recombinant BLM DNA unwinding, fluorescence dequenching | Potency, µM (highest dose often 56.1 µM), without a hit: at the highest dose activity change, negative = inhibition, hits mostly inhibitors | AID 2528 | P54132;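 further: potency means the concentration at half of the fitted maximal effect; plate controls were vehicle for no effect and no enzyme for full effect; nearly all actives have a fitted effect of over 35% in size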
Pol iota inh – DNA polymerase iota (human) inhibition; 1% of 390,000 active; Pol iota fluorescent replication assay, 10 min; Potency, µM (series often up to 115 µM), without a hit: top-dose activity, negative = inhibition, actives largely listed as inhibitors; further: potency means the concentration at half of the fitted maximal effect
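Pol iota at 10 nM preincubated 15 min with compounds at room temperature; reaction started with fluorescent substrate, 50 nM final. Fluorescence read kinetically at 0 and 10 min; buffer-only wells as negative control.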
Anesthetic bind – binds horse apoferritin like a general anesthetic | P02791 | apoferritin/1-aminoanthracene competitive binding, fluorescence | Potency, µM (series often up to 77.5 µM), for inactives: at the top dose activity change, negative = displacement, hits mostly inhibitors | 0.074% of 350,000 active; further: potency means the concentration at half of the fitted maximal effect; on the % scale 0 is the no-effect control and ±100 the full control effect; nearly all actives have a fitted effect of over 20% in size
Target sequence (P02791 2-175 limits assumed): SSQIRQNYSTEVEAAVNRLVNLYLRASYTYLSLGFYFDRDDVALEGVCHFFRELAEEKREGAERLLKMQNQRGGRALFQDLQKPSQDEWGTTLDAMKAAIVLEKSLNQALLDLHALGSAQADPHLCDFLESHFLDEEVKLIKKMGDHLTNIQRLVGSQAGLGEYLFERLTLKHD
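In PBS, apoferritin at 10 uM is loaded with 1-AMA from a 50% saturated solution. After 10 min of compound exposure at ambient temperature, reduced 535 nm fluorescence indicates probe displacement.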
Pol kappa inh – inhibitors of human DNA polymerase kappa; purified Pol kappa, fluorescent DNA synthesis assay, 10 min; Potency, µM (top dose mostly 107 µM), for the others: at the top dose activity, negative = inhibition, hits mostly inhibitors; 0.53% of 400,000 active; further: potency means the concentration at half of the fitted maximal effect; on the % scale 0 is the no-effect control and ±100 the full control effect
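10 nM Pol kappa was preincubated with compounds for 15 min at room temperature. Reaction started with 50 nM (final) substrate. Fluorescence read kinetically at 0 and 10 min.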
Pol beta inh – DNA polymerase beta (human) inhibition. AID 485314. Potency, µM (series often up to 114 µM), for the others: top-dose activity change, negative = inhibition, usual class: inhibitors. P06746. 1.3% of 340,000 active. Pol beta primer extension/strand displacement, fluorescence kinetic; further: potency means the concentration at half of the fitted maximal effect; on the % scale 0 is the no-effect control and ±100 the full control effect
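Pol beta (10 nM) and compounds were preincubated 15 min at room temperature, then 50 nM substrate (final) started primer extension/strand displacement. Reads were taken at 0 and 10 min; concentration-response data were fitted to a four-parameter Hill equation.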
POLH inh – DNA polymerase eta (human) inhibition | Q9Y253 | recombinant Pol eta, fluorescent DNA replication assay | Potency, µM (titrated, usually from 114 µM), for the others: at the top dose activity change, negative = inhibition, hits mostly inhibitors | 1.2% of 390,000 active; further: potency means the concentration at half of the fitted maximal effect; on the % scale 0 is the no-effect control and ±100 the full control effect
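Pol eta (10 nM) was preincubated with compounds for 15 min at room temperature, after which fluorescent replication substrate (50 nM final) was added to start the reaction. Fluorescence was read kinetically at 0 and 10 min.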
PGK inhibitor – T. brucei PGK inhibition. Potency, µM (top dose mostly 57.5 µM), for inactives: at the highest dose activity change, negative = inhibition, usual class: inhibitors. PGK/GAPDH coupled, Kinase-Glo luminescence, 60 min. P07378. 0.043% of 380,000 active. AID 602233; further: potency means the concentration at half of the fitted maximal effect; on the % scale 0 is the no-effect control and ±100 the full control effect; nearly all actives have a fitted effect of over 60% in size
Target sequence (P07378 whole entry, looked up): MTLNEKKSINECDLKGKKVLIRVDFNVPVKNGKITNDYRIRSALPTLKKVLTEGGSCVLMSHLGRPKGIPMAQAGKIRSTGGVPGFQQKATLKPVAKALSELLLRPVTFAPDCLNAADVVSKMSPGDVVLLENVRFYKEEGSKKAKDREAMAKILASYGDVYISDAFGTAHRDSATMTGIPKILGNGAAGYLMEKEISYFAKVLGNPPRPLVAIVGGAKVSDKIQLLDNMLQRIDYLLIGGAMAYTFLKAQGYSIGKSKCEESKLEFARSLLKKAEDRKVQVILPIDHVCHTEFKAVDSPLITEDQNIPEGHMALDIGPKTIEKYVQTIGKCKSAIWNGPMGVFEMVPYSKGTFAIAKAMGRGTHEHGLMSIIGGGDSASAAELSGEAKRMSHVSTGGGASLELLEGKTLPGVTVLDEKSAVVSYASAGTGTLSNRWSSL
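Recombinant glycosomal PGK reaction used 1,3-bisphosphoglycerate generated in-well by GAPDH (100nM final) in 100mM TEA pH 7.6, 5mM MgCl2, 0.01% Tween-20. After 60 minutes at room temperature, ATP was read by Kinase-Glo Plus luminescence end-point.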
RXFP1 antag – RXFP1 (human) relaxin receptor antagonism. activity change, negative = inhibition, % at 57.5 µM. HEK293-RXFP1, relaxin-stimulated cAMP HTRF, 30 min; hits give low values. 0.59% of 350,000 active;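 active means activity change of -60% or lower, but not beyond a set lower limit; inconclusive means change between -60% and -40%, or beyond the set limit; inactive means change above -40%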; further: on the % scale 0 is the no-effect control and ±100 the full control effect
APEX1 inh – inhibitors of human APE1 endonuclease; recombinant APE1, TAMRA/BHQ-2 abasic DNA cleavage fluorescence; Potency, µM (top dose mostly 65.8 µM), inactives show top-dose activity change, negative = inhibition, hits mostly inhibitors; 0.35% of 350,000 active; AID 2517;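 further: potency means the concentration at half of the fitted maximal effect; plate controls were vehicle for no effect and reference inhibitor for full effect; nearly all actives have a fitted effect of over 55% in size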
Target sequence (P27695 whole entry, looked up): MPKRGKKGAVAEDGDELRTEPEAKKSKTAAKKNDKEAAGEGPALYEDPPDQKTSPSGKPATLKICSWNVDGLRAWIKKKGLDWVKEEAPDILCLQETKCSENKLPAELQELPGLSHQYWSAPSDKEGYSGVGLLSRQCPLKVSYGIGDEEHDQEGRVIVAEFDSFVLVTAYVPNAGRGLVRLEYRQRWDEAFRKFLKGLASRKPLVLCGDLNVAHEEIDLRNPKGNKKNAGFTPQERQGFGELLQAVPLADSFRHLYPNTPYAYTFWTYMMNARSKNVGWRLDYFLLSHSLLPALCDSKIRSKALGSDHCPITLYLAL
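Endonuclease cleavage of a quenched abasic-site DNA duplex (50 nM) by APE1 (0.75 nM) was tracked by TAMRA dequenching. Compounds were preincubated with enzyme 15 min at room temperature; data normalized to buffer-only and DMSO wells plus NSC13755 control.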
* marks the source's active call; other numbers are inactive results; i = inactive; u = inconclusive; x = no result given; & = joins results of further samples; ! = repeats disagree; [ ] = another dose, or the depositor's remark. Unless noted, the call rests on the fitted dose curve; in most records, active means well fitted curve in the direction sought with a large enough effect; inconclusive means small, poorly fitted or top-dose-only effect, or another doubt; inactive means no such curve, though single readings can be large; an effect the other way counts as inactive or inconclusive.

Every second line gives: BLM helicase inh, Pol iota inh, Anesthetic bind, Pol kappa inh, Pol beta inh, POLH inh, PGK inhibitor, RXFP1 antag, APEX1 inh
1	CCOC(=O)CCCSc1nc(-c2ccc3c(c2)OCO3)cc(C(F)(F)F)c1C#N
  3%, 33%[activator], 6%, -3%, -2%, -15%, -1%, x, 4%
2	Cc1cc(C)c(N=C2SCC(=O)N2Cc2ccco2)c(C)c1
  -9%, -20%, 6%, -2%, 0%, -18%, -21%, -31, -6%
3	O=C(O)Cn1nc2ccccc2n1
  -1%, -1%, -6%, -8%, 10%, -15%, -8%, -1, -2%
4	COC(=O)C1=C(C)NC(C)=C(C(=O)OC)C1c1ccccn1
  2%, -13%, -8%, -7%, -14%, -6%, -1%, 4, -5%
5	Nc1ccc(-c2c3ccccc3nc3ccccc23)cc1
  -1%, 66%[activator], -1%, -2%, -1%, 0%, i, 1, 5%
6	CCC(C)(C)n1nnnc1CN1CCC(NC(=O)c2ccccc2C)CC1
  0%, 12%, -8%, -13%, 20%, -4%, -3%, 3, 3%
7	CC(=O)Nc1ccc(C(=O)CN2C(=O)NC3(CCCc4ccccc43)C2=O)c(F)c1 (stereo not given)
  x, -1%, x, -2%, x, -21%, 4%, -12, -13%
8	COC(=O)C(CC(=O)O)NCc1ccco1 (stereo not given)
  0%, 27%, 10%, 2%, -1%, -6%, i, 5, -3%
9	Cn1c(N)c(C(=O)COC(=O)c2cc(C(F)(F)F)nc3ccccc23)c(=O)n(C)c1=O
  -12%&-6%, x, -24%&0%, x, 23%, x, x, x, -4%&-6%
10	CCCCn1c(N)c(N(CCC(C)C)C(=O)c2cc(Cl)nc3ccccc23)c(=O)[nH]c1=O
  x, 9%, x, -8%, x, 1%, -2%, -7, 1%
11	C[C@H]1C=CC(=O)C[C@H]1c1c(F)cccc1Cl
  4%, -23%, -8%, -3%, x, x, x, x, -4%
12	Cc1ccc(Cl)cc1N1CCN(S(=O)(=O)c2ccc3c(c2)oc(=O)n3C)CC1
  -5%, 8%, -5%, -2%, 17%, -14%, -10%, -9, -2%
13	O=C1[C@H](Cc2ccccc2)NCCCC[C@H](c2ccco2)N1Cc1ccccc1
  x, -26%&19%, x, -5%&1%, x, -14%, -1%, x, x
14	COc1ccc(NC(=O)c2c(NC(=O)c3cccc(C)c3)sc3c2CCC3)cc1
  -3%, 19%, -8%, 5%, 22%, -15%, -8%, -2, x
15	CCC(=O)Nc1cc(C(F)(F)F)ccc1N1CCCC1
  1%, 174%[activator], -9%, -2%, 14%, -15%, i, 3, 0%
16	COc1ccc2c(=O)cc(-c3ccccc3F)oc2c1
  3%, u, 8%, -9%, 7%, -3%, i, -4, 3%
17	COc1ccc(-n2cc(-c3ccccc3)c3c(=O)[nH]cnc32)cc1
  -3%, 125%[activator], -19%, -15%, -28%, 2%, -13%, -15, -3%
18	Cc1ccc2nc(Cl)c(/C=C/C(=O)c3ccco3)cc2c1
  -8%, 41%[activator], -13%, -2%, -26%, u, -21%, 6, -3%
19	CCOc1ccc(OCC(O)CNC2CCN(Cc3ccccc3)CC2)cc1 (stereo not given)
  -14%, -1%, -17%, -14%, 14%[57.1 µM], -13%, -6%, 0, -2%
20	Cc1noc(C)c1COc1cccc(C(=O)NCc2ccccc2Cl)c1
  -4%, -4%, -7%, -9%, 3%, 0%, 0%, 3, 0%
21	COc1cccc(C(=O)OCC(=O)NCCc2ccccc2)c1OC
  -3%, -4%, -7%, -3%[60.1 µM], -15%, -11%, 0%, -10, -2%
22	CCOc1ccc(Br)cc1C(=S)N1CCCC1
  -1%, 7%, -5%, -3%, 0%, -6%, -1%, 0, 7%
23	CCCNC(=S)N1CCC(NC(=O)c2cccc(C)c2)CC1
  -8%, 61%[activator], -7%, -21%, -9%, -2%, -7%, 2, 7%
24	COc1ccccc1CNC(=O)C1CCCN(S(=O)(=O)c2ccc3c(c2)CC(C)N3C(C)=O)C1 (stereo not given)
  -2%, -16%, 2%, 3%, 18%, -8%, -2%, 6, 61%
25	CC1C(=NO)C(C)C(c2ccc(N(C)C)cc2)NC1c1ccc(N(C)C)cc1 (stereo not given)
  -14%, 35%[activator], -23%, -4%, 5%, -10%, 0%[11.5 µM], -13, -2%
26	CCOC(=O)CCCNC(=O)CCNC(=O)c1ccc(OCC)cc1
  -2%, 13%, 3%, -9%, -24%, -10%, -5%, 12, -1%
27	O=C(Nc1cccc(-n2cccn2)c1)C1CCCN(Cc2ccc(C#CCCO)cc2)C1 (stereo not given)
  6%, 18%, 3%, -14%, 14%, -25%, -6%, -24, 9%
28	CC1(C)CC(=O)C/C(=N\NC(=S)NCc2ccccc2)C1
  -7%, 32%, -4%, 3%, 4%, -2%, -5%, 6, -2%
29	CC(=O)C1CCC2C3CCC4=CC(=O)CCC4(C)C3(F)C(O)CC12C (stereo not given)
  x, 8%, x, -8%, x, -15%, -8%, 2, x
30	COc1ccc(OCC(=O)NCC(c2ccc(OC)cc2)N2CCCCC2)cc1 (stereo not given)
  0%&3%, 17%&11%, -8%&-5%, -2%&-7%, 89µM*!, -3%&-16%, 4%, 14&-12, 8%

Every second line gives: BLM helicase inh, Pol iota inh, Anesthetic bind, Pol kappa inh, Pol beta inh, POLH inh, PGK inhibitor, RXFP1 antag, APEX1 inh
31	N#CC1=C2N=C(N)c3ccccc3N2C2=C(C(=O)CCC2)C1c1ccc(Cl)cc1 (stereo not given)
  -14%, 3%, -9%, 0%, u, -15%, -4%, -16, -1%
32	CC(NC(=O)c1ccccc1Cl)C(=O)NCc1cccs1 (stereo not given)
  x, 25%, x, -6%, x, -8%, i, -3, 1%
33	O=C(O)C1CC(=O)N(c2ccc(F)cc2)C1 (stereo not given)
  -1%, 15%, -5%, 2%, -7%, -4%, -3%, -4, 1%
34	CCOc1ccc(-n2c(C)cc(C(=O)NS(=O)(=O)c3ccc(C)cc3)c2C)cc1
  1%, 15%, -12%, 5%, 2%[57.1 µM], -13%, -3%, -7, 0%
35	O=C(COC(=O)Cc1ccsc1)Nc1ccc(Cl)c(S(=O)(=O)N2CCOCC2)c1
  -7%, u, 3%, -8%, 0%, -8%, -2%, x, 2%
36	CCCCNC(=O)c1ccc(CS(=O)(=O)c2ccccc2OC)o1
  -3%, 18%, 1%, 1%, 2%, -24%, 1%, 1, -8%
37	CN(C(=O)CSc1nc2ccccc2n1C)C1CCS(=O)(=O)C1 (stereo not given)
  x, 14%, x, 0%, x, -11%, -11%, -4, 13%
38	COc1ccc2nc(NC(=O)C3CCCN3S(=O)(=O)c3ccc(C)cc3)sc2c1 (stereo not given)
  -11%, -16%, 3%, -4%, 4%, -18%, -5%, -13, -6%
39	CCC(=O)OCC(=O)Nc1cc([N+](=O)[O-])ccc1Cl
  -2%, 55%[activator], -22%, -13%, u, -12%, -3%, -2, 7%
40	CCC(Nc1ccc(-c2nc(-c3cccnc3)no2)cc1[N+](=O)[O-])c1ccccc1 (stereo not given)
  -4%, 62%[activator], 0%, 5%, 0%, -10%, 2%, x, x
41	O=C(Nc1ccccc1F)N1CCCC1c1cccnc1 (stereo not given)
  -3%, 52%[activator], 4%, -9%, 4%, -2%, 1%, -1, -3%
42	CSc1ccccc1NC(=O)CN(C)C(=O)c1ccc(-n2cccn2)cc1
  x, u, x, -36%, x, -17%, 6%, 4, 21%
43	O=C(C1COc2ccccc2O1)N1CCN(Cc2ccc3c(c2)OCO3)CC1 (stereo not given)
  -3%, -8%, -11%, 6%, 27%, -15%, i, -9, -1%
44	CCOc1ccc(Oc2nc(NCC(C)C)nc(N3CCOCC3)n2)nn1
  1%, 23%, -12%, -7%, 0%, -13%, -9%, -17, x
45	CC(=O)NC(Cc1c[nH]c2ccccc12)C(=O)OCC(=O)N1CCCCCC1 (stereo not given)
  -3%, 170%[activator], -5%, -3%, 22%, -20%, 4%, -13, 21%
46	O=C(COc1ccccc1)NCC(=O)Nc1cccc2ccccc12
  5%, -6%, -8%, -1%, 15%, 0%, 7%, 2, 0%
47	CC(=O)N(Cc1cc2ccc(C)c(C)c2n2nnnc12)C1CCCC1
  -4%, x, -8%, x, 7%, x, x, x, 0%
48	COc1ccc(NS(=O)(=O)c2ccc(-n3cnnn3)cc2)cc1OC
  0%, -6%, -9%, 8%, 0%, -7%, -8%, 7, 31%
49	Cc1cc(C)nc(/N=C(\N)Nc2ccccc2-c2ccccc2)n1
  34%[activator], 85%[activator], -11%, -6%, 49%, -17%, -8%, -25, 16%
50	O=C(CC(c1ccccc1)c1ccccc1O)NCc1ccccc1 (stereo not given)
  -5%, 16%, -19%, -2%, 9%, -17%, -4%, 10, -1%
51	CCCCn1c(N)c(N(CC(C)C)C(=O)C2=NN(c3ccccc3)C(=O)CC2)c(=O)[nH]c1=O
  x, 13%, x, -5%, x, -18%, i, -11, 25%
52	CCOc1ncnc2c1sc1nc(C)cc(C)c12
  1%, 113%[activator], -5%, -2%, u, -2%, 11%, -11, 0%
53	CC(=O)N1CCN(S(=O)(=O)c2cccc(C(=O)NC3CCCc4ccccc43)c2)CC1 (stereo not given)
  -3%, -2%, u, -7%, 9%, -1%, -5%, 11, -3%
54	Cc1ccc(S(C)(=O)=NC(=O)c2cc(C)on2)cc1 (stereo not given)
  -1%, -8%[58.9 µM], -3%, -11%, -27%, -12%, -4%, -3, -1%
55	O=C1CN(C(=O)COC(=O)[C@@H]2CCCN2S(=O)(=O)c2ccc(Cl)cc2)c2ccccc2N1
  x, 72%[activator], x, -1%, x, -1%, 8%, 7, -4%
56	COc1cc(C(=O)Nc2ccc(S(=O)(=O)N3CCCCC3)cc2)ccc1OCC(=O)N1CCOCC1
  x, 4%, x, -7%, x, -23%, 2%, -7, x
57	C[C@@H]1C(=O)N(c2ccccc2)[C@@H]1c1ccncc1
  x, 21%, x, 14%, x, -5%, -2%, x, 40%
58	N#Cc1c(N)nc2c(c1-c1cccnc1)CCCCC2
  -2%, -3%, -9%, -4%, 1%, -14%, -9%, -13, 21%
59	CC[C@@H](C)[C@@H](C(=O)Nc1ccc(C)cc1)N1Cc2ccccc2C1=O
  -3%, 10%, -13%, -3%, -3%, -22%, 1%, x, x

Not all compounds are listed, so the mix of outcomes need not match the whole.
